Source: PubChem (several laboratories)
M5 PAM: potentiates acetylcholine response at human M5 receptor; P08912; CHO-K1 hM5, Fluo-8 calcium, ACh EC20 PAM; 0% = ACh EC20, 100% = ACh EC100; activation, % at 3 µM; actives 0.3% (n = 360,000);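 active = activation above the run cutoff, the mean activation of all test compounds plus 3 SD, cut at about 18% in these data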
Target sequence (P08912 whole entry, looked up): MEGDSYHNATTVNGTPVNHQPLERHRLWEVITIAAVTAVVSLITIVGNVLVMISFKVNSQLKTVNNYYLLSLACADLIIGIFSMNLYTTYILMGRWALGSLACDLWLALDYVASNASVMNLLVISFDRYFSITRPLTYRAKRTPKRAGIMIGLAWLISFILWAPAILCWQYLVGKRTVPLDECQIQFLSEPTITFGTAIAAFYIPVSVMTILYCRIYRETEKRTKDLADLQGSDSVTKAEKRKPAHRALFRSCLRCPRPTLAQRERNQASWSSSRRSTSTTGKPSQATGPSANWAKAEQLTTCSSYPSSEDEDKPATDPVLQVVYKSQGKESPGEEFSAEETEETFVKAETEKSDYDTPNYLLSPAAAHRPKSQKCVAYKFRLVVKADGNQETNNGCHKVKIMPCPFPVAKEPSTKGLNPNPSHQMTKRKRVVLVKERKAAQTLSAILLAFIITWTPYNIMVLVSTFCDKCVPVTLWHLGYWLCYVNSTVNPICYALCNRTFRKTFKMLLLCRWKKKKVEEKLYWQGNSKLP
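Replicates: One well per compound, no replicates | System: Human M5 receptor in CHO-K1 cells | Benchmarks: Low control EC20 acetylcholine (0%), high control EC100 acetylcholine (100%) | Probe or stimulus: Acetylcholine, EC20 level | Times: Fluo-8 loading 80 min at 37 °C plus 30 min room temperature | Signal: Intracellular calcium via Fluo-8 fluorescence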
CHRM1 PAM: positive allosteric modulators of human M1 muscarinic receptor. P11229. CHO-K1 hM1, Fluo-8 calcium fluorescence, ACh EC20; 0% = ACh EC20, 100% = maximal ACh. activation, % at 3 µM. actives 0.088% (n = 360,000). AID 588819; in the data active = activation above about 19%, passing the limit was not always enough
CHRM4 antagonist: antagonists of human muscarinic M4 receptor (CHRM4) | P08173 | CHO-hM4 cells, ACh EC80, Fluo-8 calcium fluorescence | inhibition, % at 3 µM | actives 0.73% (n = 360,000);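 active = inhibition above its plate's cutoff, the mean inhibition of sample wells plus 3 SD, cut at about 27% in these data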;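 also: 0% = acetylcholine EC80 with DMSO and 100% = DMSO without agonist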
Target sequence (P08173 whole entry, looked up): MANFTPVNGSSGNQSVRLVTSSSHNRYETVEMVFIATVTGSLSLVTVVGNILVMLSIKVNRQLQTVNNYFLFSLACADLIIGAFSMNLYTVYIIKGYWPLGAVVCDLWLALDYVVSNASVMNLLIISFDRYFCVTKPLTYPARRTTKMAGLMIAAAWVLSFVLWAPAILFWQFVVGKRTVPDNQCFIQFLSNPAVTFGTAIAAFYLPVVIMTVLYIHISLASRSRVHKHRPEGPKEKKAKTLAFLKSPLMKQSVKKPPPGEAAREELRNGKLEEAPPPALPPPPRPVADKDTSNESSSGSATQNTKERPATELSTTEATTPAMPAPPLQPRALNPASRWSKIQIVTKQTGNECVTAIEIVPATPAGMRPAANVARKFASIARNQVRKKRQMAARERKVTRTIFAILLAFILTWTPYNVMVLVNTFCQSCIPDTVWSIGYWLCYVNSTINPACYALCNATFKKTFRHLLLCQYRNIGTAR
CHRM5 agonist: CHRM5 agonism in calcium assay; P08912; activation, % at 3 µM; CHO-K1 hM5 cells, Fluo-8 calcium fluorescence; 0% DMSO wells, 100% maximal acetylcholine response; actives 0.19% (n = 360,000); AID 624037;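 active = activation above the run's mean over test compounds plus 3 SD, cut at about 23% in these data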;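 also: signal is peak over basal fluorescence ratio across the kinetic read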
CHRM4 agonist: agonists of human muscarinic M4 receptor (CHRM4). P08173. CHO-K1 hM4/Gqi5, Fluo-8 calcium fluorescence; vehicle 0%, full acetylcholine response 100%. activation, % at 3 µM. actives 0.14% (n = 360,000). AID 624127;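 active = activation above the run mean over all test wells plus 3 SD, cut at about 32% in these data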;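 also: peak over basal fluorescence ratio per well then scaled between controls; 0% = DMSO wells and 100% = acetylcholine at EC100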
CRFBP-R2 agonist: agonists of human CRF-binding protein/CRF-R2 receptor complex; HEK293 CRF-R2/CRF-BP, calcium dye fluorescence (FLIPR); percent of saturating CRF peptide response; actives 0.46% (n = 350,000); activation, % at 13.2 µM;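 active = activation of at least 50%, plus an integration ratio under a set limit after plate pattern correction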;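 also: plate controls were neutral control wells without compound for no effect and CRF at EC100 for full effect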
CHRM4 PAM: CHRM4 positive allosteric modulation; CHO-K1 hM4/Gqi5, Fluo-8 calcium fluorescence, ACh EC20; 0% = ACh EC20, 100% = maximal ACh; activation, % at 3 µM; actives 0.4% (n = 360,000); AID 624126;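 active = activation above its plate's cutoff, the mean activation of sample wells plus 3 SD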; also: some results filed as inactive read as strong as hits
M5 antag: blocks acetylcholine activation of human M5 receptor; P08912; CHO-hM5 cells, Fluo-8 calcium fluorescence, ACh EC80; inhibition, % at 3 µM; actives 0.59% (n = 360,000);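 active = inhibition above a per-plate cutoff, the mean of that plate's test compounds plus 3 SD, cut at about 27% in these data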;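 also: 0% = acetylcholine EC80 with DMSO and 100% = DMSO without agonist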
CHRM1 antagonist: human CHRM1 antagonism; inhibition, % at 3 µM; actives 1.3% (n = 360,000); CHO-K1 hM1, Fluo-8 calcium fluorescence, ACh EC80 antagonist;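 active = percent inhibition above its own plate's cutoff, namely the mean of that plate's compound wells plus 3 SD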;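 also: peak over basal fluorescence ratio during 140 s after agonist addition; 0% = ACh EC80 plus DMSO and 100% = DMSO alone without agonist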
* = called active by the depositor; x = no result given. An unsorted share of the library, and some 2.8% of all compounds hit somewhere here.

M5 PAM | CHRM1 PAM | CHRM4 antagonist | CHRM5 agonist | CHRM4 agonist | CRFBP-R2 agonist | CHRM4 PAM | M5 antag | SMILES | CHRM1 antagonist
-5 | -6 | 0 | -3 | 2 | -1.1 | -6 | 6 | CC(=O)c1cccc(NC(=O)CCNC(=O)c2ccccc2Cl)c1 | 9
0 | 4 | 0 | 0 | 0 | -3.5 | 5 | 12 | CCCCn1c(N)c(N(CCC(C)C)C(=O)COC(=O)Cc2ccc(Cl)cc2)c(=O)[nH]c1=O | -5
4 | 7 | -12 | -2 | 0 | 2.6 | 0 | 1 | COc1ccc(C(O)Cn2ccsc2=NC(C)=O)cc1 (stereo unspecified) | -12
6 | 1 | 2 | -8 | 1 | -0.8 | -2 | -5 | COc1ccc(C(CNC(=O)C2COc3ccccc3O2)N2CCCC2)cc1 (stereo unspecified) | 1
-1 | -9 | -2 | -1 | 2 | 6.4 | -21 | 2 | CCOC(=O)C1CCCN(/C=C2\SC(=S)N(CC)C2=O)C1 (stereo unspecified) | 2
-2 | 4 | 2 | -1 | -1 | -0.6 | -6 | 2 | CCOC(=O)Cn1c(CN(Cc2ccccc2)Cc2ccccc2)nc2c1c(=O)[nH]c(=O)n2C | -10
-3 | -3 | 7 | -1 | -1 | 2.6 | -7 | 6 | Cc1c(C(=O)N(Cc2ccccc2)Cc2cccs2)cnn1-c1ccc(Cl)cc1 | -4
1 | 13 | 5 | 3 | 3 | 1.0 | 13 | -3 | Cc1cc(C)nc(SCc2nnc(SCC#N)n2-c2cccc(Cl)c2)n1 | -19
-3 | 8 | 5 | -2 | 0 | 3.3 | 4 | -6 | CCCCCc1nc2ccccc2c(=O)n1N | -17
-1 | 2 | 1 | -1 | 1 | -3.4 | 2 | -8 | COc1ccc(-c2ccc(SCC(=O)NCc3ccco3)nn2)cc1 | -2
-2 | 6 | 2 | 0 | 0 | 6.8 | 3 | 3 | NS(=O)(=O)c1ccc(NC(=O)N[C@@H](Cc2ccccc2)C(=O)O)cc1 | -10
-4 | 5 | 7 | -1 | 3 | -1.5 | 0 | 1 | COCCCNC(=O)CSc1nc2ccc(N3CCOCC3)cc2c(=O)n1CCc1ccccc1 | -3
-2 | 2 | -2 | -6 | -2 | -1.2 | 7 | 5 | O=C(c1ccco1)N(Cc1cccc([N+](=O)[O-])c1)c1ccc(Br)cc1 | -4
0 | 12 | -1 | -3 | -1 | -0.2 | 4 | 0 | O=C(CSc1ccc2ccccc2c1)NC1CCCc2ccccc21 (stereo unspecified) | -6
0 | 5 | 0 | 0 | 0 | 8.8 | 4 | 6 | COc1ccc(N/C=C2\C(=O)CCc3c2oc2cc(Cl)c(O)c(Cl)c32)cc1 | 1

Next section; the last 3 above are carried over.
M5 PAM | CHRM1 PAM | CHRM4 antagonist | CHRM5 agonist | CHRM4 agonist | CRFBP-R2 agonist | CHRM4 PAM | M5 antag | SMILES | CHRM1 antagonist
-2 | 2 | -2 | -6 | -2 | -1.2 | 7 | 5 | O=C(c1ccco1)N(Cc1cccc([N+](=O)[O-])c1)c1ccc(Br)cc1 | -4
0 | 12 | -1 | -3 | -1 | -0.2 | 4 | 0 | O=C(CSc1ccc2ccccc2c1)NC1CCCc2ccccc21 (stereo unspecified) | -6
0 | 5 | 0 | 0 | 0 | 8.8 | 4 | 6 | COc1ccc(N/C=C2\C(=O)CCc3c2oc2cc(Cl)c(O)c(Cl)c32)cc1 | 1
6 | 11 | -2 | -4 | 1 | -1.1 | 3 | -1 | CSc1ccccc1NC(=O)c1ccc(CN2CCOCC2)cc1 | -10
-1 | -2 | 3 | -1 | 2 | -0.2 | -2 | 12 | COc1ccc(C2=CC(=O)CC(c3ccc(F)cc3)C2)cn1 (stereo unspecified) | 2
3 | 6 | 3 | -7 | 0 | -1.3 | -2 | -5 | CCOc1ccc(NC(=O)Cn2nnc(C(=O)NCc3ccco3)c2N)cc1 | 0
4 | 4 | 4 | -4 | -1 | -4.3 | -5 | 1 | Cc1cc(C)cc(NC(=S)N(Cc2ccc(Cl)cc2)Cc2ccc(C(=O)O)cc2)c1 | -8
-3 | -4 | 0 | -3 | 5 | 1.2 | -2 | 9 | Cc1ccc(-c2ccc(/C=N/N3C(=O)C4C5C=CC(C6CC56)C4C3=O)o2)c([N+](=O)[O-])c1 (stereo unspecified) | 8
0 | 11 | -2 | -1 | 0 | 3.6 | 1 | 4 | O=C1c2ccccc2C(=O)C1(CO)c1ccccc1 | -8
-1 | 5 | 8 | 2 | 0 | -0.8 | -9 | -3 | Cc1ccc(-c2nn(CC(=O)NC(C)c3ccccc3)c(=O)c3ccccc23)cc1 (stereo unspecified) | 4
9 | 6 | -17 | 12 | 9 | 1.3 | 8 | -6 | CCc1ccc(OCC(=O)Nc2ccc(S(=O)(=O)N3CCOCC3)cc2)cc1 | -8
0 | 3 | -2 | 0 | -1 | -2.4 | 3 | 3 | Cc1cc(C(=O)OCC(=O)NCCc2ccc(S(N)(=O)=O)cc2)c2ccccc2n1 | 4
-2 | 2 | -6 | -1 | 2 | 0.1 | 4 | 8 | O=C1S/C(=C\c2cccs2)C(=O)N1c1ccc(O)cc1 | -12
9 | 9 | -6 | -3 | 2 | -0.8 | 6 | 0 | O=C(COC(=O)CCC(=O)c1ccc(F)cc1)NCc1ccc(Cl)cc1 | -9
-4 | -2 | 1 | -5 | 1 | 0.0 | -1 | 14 | COc1ccc(C(=O)C2CCCN(C(=O)c3ccc(OC)o3)C2)c(C)c1 (stereo unspecified) | 3
6 | 8 | 0 | -2 | 1 | -2.4 | 4 | 4 | Cc1ccc(C)c(OCC(=O)NNC(=O)CSC(=S)N2CCCC2)c1 | -13
-6 | 4 | 0 | 2 | 2 | -6.4 | 2 | -5 | CCn1cc(C(=O)N2CCCc3ccccc32)c2cc(OC)c(OC)cc2c1=O | -2
3 | 6 | 6 | 2 | 0 | -0.3 | 10 | -5 | COc1ccc(C2=Nn3c(nnc3-c3ccncc3)SC2)cc1 | -4
3 | 11 | -4 | -2 | 1 | 4.5 | 4 | 7 | COC(CNS(=O)(=O)c1ccc(S(=O)(=O)N2CCCC2)cc1)OC | -6
-11 | 8 | -3 | -1 | 1 | -0.6 | -1 | 9 | CCOc1ccc(C(=O)Nc2ccc(NC(=O)c3ccccc3)c(C)c2)cc1[N+](=O)[O-] | -16
1 | 4 | -1 | 1 | 1 | 1.1 | -2 | -1 | COc1cc(-c2noc(C)c2C(=O)N[C@@H](CO)Cc2ccccc2)cc(OC)c1OC | -7
8 | 4 | -9 | -2 | -2 | 0.6 | 3 | 2 | Cc1cc(NC(=O)COC(=O)CSc2nc3cc(Cl)ccc3n2Cc2ccccc2)no1 | -36
-6 | 7 | 2 | -6 | 0 | -0.3 | 4 | 19 | Cn1cc(/C=C(\NC(=O)c2ccccc2Cl)C(=O)NCCCn2ccnc2)c2ccccc21 | -1
-2 | 3 | 2 | -2 | 3 | -0.2 | -5 | 3 | CCn1c(=N)c(C(=O)NC)cc2c(=O)n3cccc(C)c3nc21 | -16
1 | -8 | 5 | 2 | 2 | -0.6 | 2 | 0 | COc1ccc(O)c(-c2nc(N)nc(N)n2)c1 | 15
2 | 4 | -11 | -2 | 4 | 1.4 | -3 | 2 | O=C1CC(N2CCN(c3ccc(F)cc3)CC2)C(=O)N1Cc1cccs1 (stereo unspecified) | -30
2 | 0 | -8 | 3 | 3 | 4.3 | 3 | 1 | CCCC1(C(=O)OCC)NC(c2ccc(O)cc2)C2C(=O)N(c3cccc(C(C)=O)c3)C(=O)C21 (stereo unspecified) | -5
-7 | 4 | -3 | -9 | 4 | -0.4 | -2 | 3 | CC(C(=O)N1c2ccc(F)cc2CCC1C)N1C(=O)c2ccccc2C1=O (stereo unspecified) | -1
-3 | 0 | 6 | 0 | -1 | 0.3 | 2 | 1 | COc1ccc(N2CCN(C(=O)CN(C)S(=O)(=O)c3cnc[nH]3)CC2)cc1 | 2
-12 | 2 | -12 | -3 | -1 | x | -9 | -6 | CCOC(=O)C1=CCC(c2ccc(C)cc2)N(S(=O)(=O)c2ccc(C)cc2)C1 (stereo unspecified) | -18
2 | 0 | 6 | -5 | -1 | -3.6 | -7 | 5 | COc1ccccc1NS(=O)(=O)c1ccc(Br)s1 | 5
-7 | -1 | 16 | 1 | 4 | 1.2 | -3 | 12 | NC(=O)CSc1nc2cc(Cl)ccc2c(=O)n1C1CCCCC1 | 5
-6 | 1 | 5 | 1 | 0 | 3.7 | 1 | 3 | FC(F)(F)c1nc(-c2cccs2)ncc1-c1nnnn1-c1ccc(Cl)cc1 | 0
-4 | 3 | 5 | 6 | 2 | -0.5 | 0 | 1 | COc1cc(CN2CCN(C(=O)c3cccc4ccccc34)CC2)cc(OC)c1OC | -9
2 | 8 | 10 | 4 | 2 | -1.2 | -6 | -1 | COc1ccc(NC(=O)c2cnn(-c3ccccc3)c2C)cc1OC | -11
-3 | -3 | 6 | -2 | 1 | 8.1 | -5 | 17 | Cc1cccc(OCc2nnc(SCC(=O)Nc3ccc(N4CCOCC4)cc3)o2)c1 | -1

An excerpt from above in order of the CHRM4 PAM value, falling.
M5 PAM | CHRM1 PAM | CHRM4 antagonist | CHRM5 agonist | CHRM4 agonist | CRFBP-R2 agonist | CHRM4 PAM | M5 antag | SMILES | CHRM1 antagonist
1 | -8 | 5 | 2 | 2 | -0.6 | 2 | 0 | COc1ccc(O)c(-c2nc(N)nc(N)n2)c1 | 15
-7 | 4 | -3 | -9 | 4 | -0.4 | -2 | 3 | CC(C(=O)N1c2ccc(F)cc2CCC1C)N1C(=O)c2ccccc2C1=O (stereo unspecified) | -1
2 | 4 | -11 | -2 | 4 | 1.4 | -3 | 2 | O=C1CC(N2CCN(c3ccc(F)cc3)CC2)C(=O)N1Cc1cccs1 (stereo unspecified) | -30
-3 | -3 | 6 | -2 | 1 | 8.1 | -5 | 17 | Cc1cccc(OCc2nnc(SCC(=O)Nc3ccc(N4CCOCC4)cc3)o2)c1 | -1

Compound profiles, as listed above.
COC(CNS(=O)(=O)c1ccc(S(=O)(=O)N2CCCC2)cc1)OC as listed: M5 PAM: 3; CHRM1 PAM: 11; CHRM4 antagonist: -4; CHRM5 agonist: -2; CHRM4 agonist: 1; CRFBP-R2 agonist: 4.5; CHRM4 PAM: 4; M5 antag: 7; CHRM1 antagonist: -6
CCOC(=O)C1=CCC(c2ccc(C)cc2)N(S(=O)(=O)c2ccc(C)cc2)C1 (stereo unspecified) as listed: M5 PAM: -12; CHRM1 PAM: 2; CHRM4 antagonist: -12; CHRM5 agonist: -3; CHRM4 agonist: -1; CRFBP-R2 agonist: x; CHRM4 PAM: -9; M5 antag: -6; CHRM1 antagonist: -18
